Assay outcomes (PubChem)
TDP1 block: blocks human tyrosyl-DNA phosphodiesterase 1. Q9NUW8. recombinant TDP1, AlphaScreen DNA substrate cleavage. Potency, µM (series often up to 130 µM), without a hit: at the top dose activity change, negative = inhibition, actives largely listed as inhibitors. 350,000 compounds, 0.28% hits. AID 485290; also: nearly all actives have a fitted effect of over 40% in size
Target sequence (Q9NUW8 whole entry, looked up): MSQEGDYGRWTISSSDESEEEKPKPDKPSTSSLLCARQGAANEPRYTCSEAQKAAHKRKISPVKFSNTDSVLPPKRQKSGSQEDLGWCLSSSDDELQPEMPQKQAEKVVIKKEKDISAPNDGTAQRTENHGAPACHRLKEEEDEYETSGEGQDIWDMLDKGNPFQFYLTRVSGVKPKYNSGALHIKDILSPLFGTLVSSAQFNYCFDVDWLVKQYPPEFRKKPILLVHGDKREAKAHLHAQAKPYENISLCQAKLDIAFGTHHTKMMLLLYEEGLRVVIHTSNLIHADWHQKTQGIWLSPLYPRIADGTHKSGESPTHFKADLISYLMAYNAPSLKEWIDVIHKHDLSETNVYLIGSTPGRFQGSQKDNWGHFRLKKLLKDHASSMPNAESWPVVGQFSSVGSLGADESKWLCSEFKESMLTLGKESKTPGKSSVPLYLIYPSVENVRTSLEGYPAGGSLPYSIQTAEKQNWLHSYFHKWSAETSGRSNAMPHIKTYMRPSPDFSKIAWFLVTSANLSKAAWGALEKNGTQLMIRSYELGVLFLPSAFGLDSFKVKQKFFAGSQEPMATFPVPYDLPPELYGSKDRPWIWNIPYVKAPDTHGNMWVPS
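Recombinant human Tdp1 (E. coli-expressed, 1 nM final) preincubated with compounds 15 min at room temperature, then 5'-biotin/3'-phosphotyrosine-FITC DNA substrate (15 nM final) added for 5 min. AlphaScreen beads (10 ug/ml final) added 10 min; cleavage lowers signal.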
TDP1 cell CPT: DT40-hTDP1 cell growth loss with CPT. chicken DT40 Tdp1-/-;hTDP1 cells + 20 nM CPT, ATP luminescence, 48 h. Potency, µM (highest dose often 46.2 µM), for inactives: at the top dose activity change, negative = growth inhibition, usual class: inhibitors. 420,000 compounds, 12% hits. AID 686979; also: nearly all actives have a fitted effect of over 55% in size
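Chicken DT40 Tdp1-/- cells complemented with human TDP1, 400 cells/well, exposed to compounds plus 20 nM camptothecin for at least 48 h at 37 C; viability read as ATP content by CellTiter-Glo luminescence.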
DT40 TDP1 no CPT: qHTS for Inhibitors of human tyrosyl-DNA phosphodiesterase 1 (TDP1): qHTS in cells in absence of CPT | DT40 Tdp1-/- hTDP1 cells, no CPT, ATP luminescence, 48 h | Potency, µM (doses to about 46.2 µM), inactives show at the top dose activity change, negative = growth inhibition, hits mostly inhibitors | 420,000 compounds, 15% hits; also: nearly all actives have a fitted effect of over 55% in size
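Camptothecin absent (DMSO only). Human TDP1-complemented DT40 knockout cells, 400 cells/well, 37 °C for minimum 48 hr; ATP measured via CellTiter-Glo, 30 min dark incubation, luminescence.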
Numbers without * were called inactive; ? = inconclusive; · = no result given; & = joins results of further samples; [ ] = remark or other dose. Calls follow the shape of the dose curve; as a rule, active = well fitted curve in the direction sought with a large enough effect; inconclusive = small, poorly fitted or top-dose-only effect, or another doubt; inactive = no such curve, though single readings can be large; an effect the other way counts as inactive or inconclusive. % is scaled to controls: 0 for no effect and ±100 for the full control effect; potency is read from the fitted curve at half-maximal effect. Outcome played no part in choosing rows (roughly 18% active in at least one column).

SMILES	TDP1 block	TDP1 cell CPT	DT40 TDP1 no CPT
CC(NC(=O)CN1CCN(c2ncccn2)CC1)c1ccc(F)cc1 (configuration not stated)	3%	-15%	-6%
O=C(c1cccc(F)c1)N1CCCN(C(=O)c2cccc(F)c2)CC1	3%	4%	-4%
COc1ccc(NC(=O)c2sc(=O)n(Cc3cccc(C(F)(F)F)c3)c2C)cc1OC	·	?	?
Cn1cccc1C(=O)NCCc1ccccc1	4%	-13%	-25%
CC(Sc1nnc(-c2ccccc2F)n1C1CC1)C(=O)NCc1ccco1 (configuration not stated)	2%	?	?
COc1ccc2[nH]cc(CCNC(=O)COc3ccc4ccc(=O)oc4c3)c2c1	·	?	21µM*
Oc1cc(Cc2ccccc2)cnc1CN1CCOCC1	7%	-19%	-25%
Cc1cc(-c2cc(C(=O)NCc3ccccc3)on2)nc(S(C)(=O)=O)n1	2%	7.3µM*	5.8µM*
Cc1cccc(NC(=O)CSc2nc3c(oc4ccccc43)c(=O)n2-c2ccc(F)cc2)c1	-6%	-22%	-29%
COc1cccc(CN2C(=O)CN(C3CCCCC3)C(=O)C2c2ccc(OC(C)C)c(OC)c2)c1 (configuration not stated)	5%	?	?
CC(C)[C@H](NC(=O)c1ccccc1)C(=O)OCC(=O)c1ccc(S(=O)(=O)N2CCCCC2)cc1	-1%	?	-25%
Cc1cc2c(o1)CC(C)(C)CC2=O	·	7%	0%
CCOC(=O)c1c(C)[nH]c(C(=O)OCC(=O)c2ccc(OC)cc2OC)c1C	4%	-17%	-19%
COc1ccc(Cl)cc1NC(=O)Nc1cc(C)on1	0%	?	10%
Cc1cccc(CNC(=O)CS(=O)(=O)c2cccc3nsnc23)c1	1%	7%	9%

Single records, from the list above. Order of screens: TDP1 block, TDP1 cell CPT, DT40 TDP1 no CPT
COc1ccc(NC(=O)c2sc(=O)n(Cc3cccc(C(F)(F)F)c3)c2C)cc1OC across the screens: ·, ?, ?
Cn1cccc1C(=O)NCCc1ccccc1 across the screens: 4%, -13%, -25%
Cc1cccc(NC(=O)CSc2nc3c(oc4ccccc43)c(=O)n2-c2ccc(F)cc2)c1 across the screens: -6%, -22%, -29%

Carrying on:
SMILES	TDP1 block	TDP1 cell CPT	DT40 TDP1 no CPT
Cc1cc(=O)[nH]c(SCC(=O)C23CC4CC(CC(C4)C2)C3)c1C#N	10%	8.2µM*	18µM*
O=C(NCc1cccnc1)c1cnc2n(c1=O)CCS2	5%	1%	10%
CCNC(=S)N1CCC(c2nc3cc(C)c(C)cc3[nH]2)CC1	2%	8%	-14%
Cc1ccc(-n2c(C)c(C)c3c(NCCO)ncnc32)cc1	·	27%	?
CCCN=C(Nc1ccc(Cl)cc1)c1cccnc1	-4%	0%	1%
Cc1cc(SC2CCOC2=O)nc2ccccc12 (configuration not stated)	-8%	5%	8%
CCOc1ccc(NC(=O)c2cccc(OC(=S)N3CCC(C)CC3)c2)cc1	2%	-18%	?
Cn1cnnc1SCC(=O)Nc1sc2c(c1C#N)CCCCC2	-1%[56.1 µM]	-14%	?
CCOC(=O)c1c(C)[nH]c(C(=O)CSc2ccccc2)c1C	3%	-21%	?
CCc1cccc2c(-c3ccccc3)nc(SCC(=O)Nc3ccccc3OC)nc12	2%	?	18µM*
CC(=O)N[C@H](Cc1c[nH]c2ccccc12)C(=O)O	·	0%	-6%
CC(=O)Nc1cc2c(cc1[N+](=O)[O-])-c1ccccc1C2=NO	·	?	-12%
COc1ccccc1NC(=O)Cn1c(CCC(=O)O)ccc1-c1ccc(C)cc1	5%	0%	-26%
Cc1ccc(-n2c(=O)c(C#N)cc3c(=O)n4ccccc4nc32)cc1	2%	0%	-19%
Cc1ccc(/C=C(\C#N)C(=O)NCc2ccco2)o1	3%	-3%	-2%
Oc1ccc(-c2onc(C(F)(F)F)c2-c2cscn2)c(O)c1	0%	?	21µM*
COc1ccc(S(=O)(=O)N2CCOC2CNC(=O)C(=O)NCc2ccc3c(c2)OCO3)cc1C (configuration not stated)	·	?	?
O=C(CC(c1ccccc1)c1ccccc1)NCC(O)c1ccc([N+](=O)[O-])cc1 (configuration not stated)	13%	?	-30%
O=C(c1cc(C2CCCCN2S(=O)(=O)Cc2ccccc2)on1)N1CCOCC1 (configuration not stated)	·	-18%	-8%
Cc1ccc2[nH]c(CSc3nnc(NC(=O)COc4ccccc4)s3)cc(=O)c2c1	3%	-23%	-10%
O=C1c2ccccc2C(=O)N1c1ncccn1	1%	-7%	-7%
CCc1ccc(NS(=O)(=O)c2cccs2)cc1	0%	-17%	-11%
COc1ccc(-c2cc(C(F)F)n3ncc(C(=O)N4CCCc5ccccc54)c3n2)cc1	-6%	-27%	?
Cc1cc(C)c(C)c(S(=O)(=O)N2CCC(C(=O)N(C)Cc3nc4ccccc4c(=O)[nH]3)CC2)c1C	·	?	?
CC(=O)N1CCc2cc(S(=O)(=O)NC(CC(C)C)C(=O)NCCc3ccc(C)cc3)ccc21 (configuration not stated)	5%	3%	-6%
COc1cc(CN(C(C)=O)c2ccccc2C(=O)O)ccc1[N+](=O)[O-]	·	?	-2%
CCN(CC)C(=O)CN1C(=O)/C(=C/c2ccccc2)SC1=S	·	18µM*	15µM*
CCN(CC(=O)Nc1ccccc1C(F)(F)F)C(=O)c1ccc(-n2nc(C)c(CCC(=O)OC)c2C)cc1	·	?	21µM*
Cn1cc([C@@H]2C[C@H]3CN(Cc4cccc(Cl)c4)C(=O)[C@]34CCCN24)c(-c2ccccc2)n1	3%	?	?
Cc1cc(OC(C)C(=O)Nc2c(C(=O)c3ccc(F)cc3)oc3ccccc23)ccc1Cl (configuration not stated)	-1%	?	?

In the list so far, eight contain an NH in an aromatic ring.
SMILES	TDP1 block	TDP1 cell CPT	DT40 TDP1 no CPT
COc1ccc2[nH]cc(CCNC(=O)COc3ccc4ccc(=O)oc4c3)c2c1	·	?	21µM*
CCOC(=O)c1c(C)[nH]c(C(=O)OCC(=O)c2ccc(OC)cc2OC)c1C	4%	-17%	-19%
Cc1cc(=O)[nH]c(SCC(=O)C23CC4CC(CC(C4)C2)C3)c1C#N	10%	8.2µM*	18µM*
CCNC(=S)N1CCC(c2nc3cc(C)c(C)cc3[nH]2)CC1	2%	8%	-14%
CCOC(=O)c1c(C)[nH]c(C(=O)CSc2ccccc2)c1C	3%	-21%	?
CC(=O)N[C@H](Cc1c[nH]c2ccccc12)C(=O)O	·	0%	-6%
Cc1ccc2[nH]c(CSc3nnc(NC(=O)COc4ccccc4)s3)cc(=O)c2c1	3%	-23%	-10%
Cc1cc(C)c(C)c(S(=O)(=O)N2CCC(C(=O)N(C)Cc3nc4ccccc4c(=O)[nH]3)CC2)c1C	·	?	?

Later entries.
SMILES	TDP1 block	TDP1 cell CPT	DT40 TDP1 no CPT
COc1ccc(N2C(=O)CC(Sc3nccc(C)n3)C2=O)cc1 (configuration not stated)	0%	-22%	-29%
COc1ccc(-c2nnn(CC(=O)NCCc3ccc(OC)c(OC)c3)n2)cc1	5%	-6%	-17%
CC1CN(C(=O)CN2C(=O)c3ccccc3C2=O)CC(C)O1 (configuration not stated)	6%	-9%	?
CN(C)NC1=CC(=[N+]2CCCC2)CC(C)(C)C1	3%	11%	?
COc1cc2c(cc1OC)/C(=C/C(=O)c1ccccc1)NCC2	·	-16%	0%
COC(=O)c1cc(NS(=O)(=O)c2ccc(N3CCOCC3)c(NC(C)=O)c2)cc(C(=O)OC)c1	2%	33%[activator]	20%
Cc1cc(C)cc(-n2c3ccc(NC(=S)NC4CCCCC4)cc3c(=O)n2C)c1	·	?	?
Nc1c(S(=O)(=O)c2ccccc2)c2nc3ccccc3nc2n1/N=C/c1ccco1	1%	?	?
CC(C)CNC(=O)[C@H]1N2C(=O)c3ccccc3C2SC1(C)C (some centres not stated)	·	7%	11%
Cc1ccc(NS(=O)(=O)c2ccccc2)c([N+](=O)[O-])c1	·	-1%	-5%
COc1cccc(CNc2nc3nc(C)c(Cl)c(C)n3n2)c1	5%	?	-23%
CC(=NNC(=O)c1ccncc1)c1ccc(O)cc1O	·	?	7.3µM*
O=C(N/C(=C/c1cccc([N+](=O)[O-])c1)C(=O)N1CCOCC1)c1ccc(Br)cc1	-3%	-10%	?
COc1ccc2c(c1)c(=O)c(C(=O)c1ccccc1)cn2Cc1ccccc1	4%	-7%	-14%
C=CCNC(=S)NNc1nc(Nc2ccccc2)nc(N2CCCCC2)n1	9%	15µM*	8.2µM*
CCN1C(=O)c2cccc3c(S(=O)(=O)NCc4ccccn4)ccc1c23	2%	-26%	-16%
COc1ccc(Cl)cc1C=CC=Nc1ccccc1O	·	23µM*	18µM*
O=C(O)COc1ccc(C(=O)c2cccs2)c(Cl)c1Cl	-11%	4%&-5%	0%&-7%
COc1ccccc1C(=O)Nc1ccc(S(=O)(=O)N(C)c2ccccc2)cc1	·	?	?
CN(Cc1nc(-c2cnccn2)no1)Cc1cccc2ccccc12	1%	-7%	-12%
CC(C)C(=O)N1CCN(CCN=CC2=C(O)CC(c3ccco3)CC2=O)CC1 (configuration not stated)	5%	-24%&-17%	-22%&-29%
COc1cc(CCC(=O)OCC(=O)c2ccc[nH]2)cc(OC)c1OC	-3%	?	?
CC(C1CC2CCC1C2)n1c(-c2ccco2)n[nH]c1=S (configuration not stated)	0%	-6%	-16%
COc1ccc(C)cc1NC(=O)Cn1c(=O)c(C(F)(F)F)nc2ccccc21	8%	-6%	-17%
Cc1ccc2nsnc2c1NC(=S)NC(=O)c1ccco1	-1%	13%	-8%
COC(=O)C(Cc1ccccc1)P(=O)(c1ccccc1)c1ccccc1 (configuration not stated)	3%	-4%	-5%
O=C(O)c1cccc(N2CCCC2=O)c1	9%	1%	-11%
CCc1ccc(C(=O)CN2C(=O)NC3(CCc4ccccc43)C2=O)cc1 (configuration not stated)	2%	?	-20%
C=CCn1c(SCC(=O)Nc2nnc(C)s2)nnc1C1CC1	28µM*	-1%	-2%
COc1ccc(CN2CCCC(n3cc(C(=O)N4CCCCC4)nn3)C2)c(OC)c1 (configuration not stated)	·	0%[9.04 µM]	-6%
CCn1cc(/C=C(\NC(=O)c2ccccc2Cl)C(=O)NCCN2CCOCC2)c2ccccc21	6%	?	-20%
CC(C)Cc1nn2c(=O)cc(COC(=O)c3ccccc3NC(=O)C3CCCCC3)nc2s1	1%	8%	-3%
CN(Cc1ccc(Cl)c(Cl)c1)C(=O)C1=CC=CN2CCS(=O)(=O)N=C12	1%	-22%	-23%
CCOc1cc(C(=S)N2CCC(O)CC2)ccc1OS(=O)(=O)c1ccc(Br)cc1	5%	?	18µM*
COc1ccc(NC(=O)CN(Cc2ccccc2)S(C)(=O)=O)c(OC)c1	4%	0%	-12%
COc1ccc(-c2ccc3[nH]c4c(c3c2)CCN2C[C@@H]([C@H](C)O)[C@@H](N(C)C(=O)Nc3cc(Cl)cc(Cl)c3)C[C@@H]42)cc1	·	9.2µM*	4.6µM*
N#Cc1ccc(OCC(=O)NCCCn2ccnc2)cc1	1%	0%	0%
COCCNC(=S)N/N=C(\C)c1ccc(O)cc1	3%	?	?
CSc1ccc(CCNC(=O)Cn2ncc3c(=O)oc4ccc(C)cc4c32)cc1	1%	8%	-10%
CCOc1[nH]n(-c2ccc(Cl)cc2)c(=O)c1C=NCc1cccnc1	2%	-3%	?
COC(=O)c1ccc(Cl)cc1NC(=O)N1CC(C)Oc2ccccc21 (configuration not stated)	6%	?	?
CCCN(C(=O)CSc1nnc(-c2ccncc2)n1CCC)c1c(N)n(Cc2ccccc2)c(=O)[nH]c1=O	·	1%	4%
CCC(=O)N1CCc2cc(S(=O)(=O)NCCC(=O)N3CCN(c4cccc(C)c4)C(C)C3)ccc21 (configuration not stated)	1%	21µM*	9.2µM*
NC(=O)c1nn(-c2ccccc2)nc1NC(=O)CN1CCOCC1	4%	5%	19%
CCN1CCN(c2nc3ccccc3nc2C(C#N)S(=O)(=O)c2ccc(C)c(C)c2)CC1 (configuration not stated)	8%	-4%	-9%
CCCCn1c(N)c(N(CC(C)C)C(=O)C2CCN(S(=O)(=O)c3ccc(F)cc3)CC2)c(=O)[nH]c1=O	0%	5%	4%
COc1ccc(N(CC(=O)NCc2ccncc2)S(=O)(=O)c2ccc(C)c([N+](=O)[O-])c2)cc1	3%	?	11%
CCCOC(=O)c1ccc(NC(=O)c2cnccn2)cc1	4%	-6%	-16%

Three of these compounds, reformatted.
Compound: CN(Cc1ccc(Cl)c(Cl)c1)C(=O)C1=CC=CN2CCS(=O)(=O)N=C12
  TDP1 block = 1%
  TDP1 cell CPT = -22%
  DT40 TDP1 no CPT = -23%

Compound: CCOc1cc(C(=S)N2CCC(O)CC2)ccc1OS(=O)(=O)c1ccc(Br)cc1
  TDP1 block = 5%
  TDP1 cell CPT = ?
  DT40 TDP1 no CPT = 18µM*

Compound: COc1ccc(NC(=O)CN(Cc2ccccc2)S(C)(=O)=O)c(OC)c1
  TDP1 block = 4%
  TDP1 cell CPT = 0%
  DT40 TDP1 no CPT = -12%
